Compound activity as filed in PubChem BioAssay.
D1 ag: Allosteric Agonists of the Human D1 Dopamine Receptor: qHTS; D(1A) dopamine receptor (Homo sapiens), P21728; HEK293 T-REx D1 cells, calcium flux, agonist mode; activation, % at 2 µM; hit rate 1% among 360,000; note: 0% is about no effect
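Inducible HEK293 T-REx D1 cells, force-coupled to calcium signalling, were plated at 4000 cells/well with tetracycline and held overnight at 30 C. After no-wash calcium dye loading, compound-evoked calcium rise over 180 s flagged agonists.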
TRHR agonist: qHTS for Small Molecule Agonists and Allosteric Enhancers of Human TRH Receptor: Primary Screen for Agonists. Thyrotropin-releasing hormone receptor (Homo sapiens), P34981. TRHR cells, calcium flux fluo-8, FDSS agonist mode. activation, % at 2 µM. hit rate 0.18% among 360,000. AID 493084, 2011; note: 0% is about no effect
Target sequence (P34981 whole entry, looked up): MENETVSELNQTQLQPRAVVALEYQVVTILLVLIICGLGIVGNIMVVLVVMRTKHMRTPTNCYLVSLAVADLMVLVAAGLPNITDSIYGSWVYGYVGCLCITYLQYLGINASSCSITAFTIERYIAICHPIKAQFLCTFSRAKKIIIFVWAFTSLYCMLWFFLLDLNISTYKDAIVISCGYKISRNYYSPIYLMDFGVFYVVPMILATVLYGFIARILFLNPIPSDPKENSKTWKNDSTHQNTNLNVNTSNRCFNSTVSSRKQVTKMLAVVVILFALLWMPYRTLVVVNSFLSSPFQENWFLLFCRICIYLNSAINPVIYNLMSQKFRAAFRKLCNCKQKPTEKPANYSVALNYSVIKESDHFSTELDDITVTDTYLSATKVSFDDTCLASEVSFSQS
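Agonist-mode FDSS calcium read (Ex 480/Em 530, 1 s cycles) in 1536-well TRHR cells with fluo-8 dye, after 10-cycle baseline and 23 nL compound addition; TRH at EC20 (10 nM final) added afterwards for the enhancer phase.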
D2 antagonist: HTS Assay for Allosteric Antagonists of the Human D2 Dopamine Receptor: Primary Screen for Antagonists; HEK293 TREx D2 cells, calcium flux, dopamine EC80; inhibition, % at 10 µM; hit rate 2% among 340,000; AID 485344, 2010; in the data active = inhibition above about 30%; note: 0% is about no effect
Target sequence (P14416 whole entry, looked up): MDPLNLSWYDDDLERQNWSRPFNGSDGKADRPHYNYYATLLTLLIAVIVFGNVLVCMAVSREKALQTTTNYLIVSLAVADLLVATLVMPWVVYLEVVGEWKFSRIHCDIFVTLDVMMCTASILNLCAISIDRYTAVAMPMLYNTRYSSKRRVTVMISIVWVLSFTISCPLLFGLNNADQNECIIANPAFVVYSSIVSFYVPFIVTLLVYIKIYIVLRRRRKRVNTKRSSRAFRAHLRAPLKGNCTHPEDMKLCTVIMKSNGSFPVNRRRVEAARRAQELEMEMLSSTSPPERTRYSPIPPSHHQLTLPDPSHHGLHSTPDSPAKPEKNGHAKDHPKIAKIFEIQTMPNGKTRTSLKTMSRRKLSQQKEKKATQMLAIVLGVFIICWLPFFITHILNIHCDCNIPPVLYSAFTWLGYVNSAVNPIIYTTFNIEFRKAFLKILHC
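Measurement of antagonist activity uses fluorescent calcium dye in inducible HEK293 T-REx D2 cells: 10 s baseline, compound addition with 180 s read, EC80 dopamine addition with a further 180 s read.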
D2 ag: HTS Assay for Allosteric Agonists of the Human D2 Dopamine Receptor: Primary Screen for Agonists; D(2) dopamine receptor (Homo sapiens), P14416; HEK293 T-REx D2 cells, calcium flux agonist mode; activation, % at 2 µM; hit rate 0.53% among 340,000; AID 485358, 2010;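 active = activation over 3 SD above normal in the single-dose calcium agonist read, cut at about 30% in these data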; note: 0% is about no effect
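Agonism is scored from calcium flux in a force-coupled, inducible HEK293 cell line expressing D2, read kinetically for 180 s after compound addition against dopamine controls.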
D1 potentiator: Potentiators of Human D1 Dopamine Receptor: qHTS; D(1A) dopamine receptor (Homo sapiens), P21728; HEK293 TREx D1 cells, calcium flux, dopamine EC20 potentiation; potentiation, % at 10 µM; hit rate 0.036% among 360,000; AID 504651, 2011; in the data active = potentiation above about 30%; note: 0% is about no effect
RXFP1 antagonist: qHTS Assay for Antagonists of the Relaxin Receptor RXFP1 | AID 1259400, 2018 | HEK293-RXFP1, relaxin-stimulated cAMP HTRF, 30 min; active compounds read low | Relaxin receptor 1 (Homo sapiens), Q9HBX9 | hit rate 0.59% among 350,000 | activity change, negative = inhibition, % at 57.5 µM;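 active = activity change of -60% or lower, but not beyond a set lower limit; inconclusive = change between -60% and -40%, or beyond the set limit; inactive = change above -40%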; note: % is set by controls: 0 for no effect and ±100 for the full control effect
TRHR PAM: qHTS for Small Molecule Agonists and Allosteric Enhancers of Human TRH Receptor: Primary Screen for Enhancers; enhancement, % at 2 µM; AID 493056, 2011; hit rate 0.66% among 360,000; TRHR cells, fluo-8 calcium fluorescence, EC20 TRH enhancement; in the data active = enhancement above about 30%; note: 0% is about no effect
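TRHR-expressing cells loaded with fluo-8 calcium dye were read kinetically (ex 480/em 530) during compound addition, then stimulated with an EC20 of TRH (10 nM final). Enhancement of the Gq-mediated intracellular calcium response was scored.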
D2 potentiator: HTS Assay for Positive Allosteric Modulators of the Human D2 Dopamine Receptor: Primary Screen for Potentiators. D(2) dopamine receptor (Homo sapiens), P14416. HEK293 T-REx D2, calcium flux, EC20 dopamine potentiation. potentiation, % at 10 µM. hit rate 0.34% among 340,000. AID 485347, 2010;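 active = potentiation over 3 SD above the plate norm, cut at about 30% in these data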; note: 0% is about no effect
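Using a no-wash calcium dye in inducible, force-coupled HEK293 Trex cells expressing D2, we tracked fluorescence each second for 180 s after compound, then for 180 s after EC20 dopamine to detect augmented signalling.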
D1 antag: Antagonist of Human D 1 Dopamine Receptor: qHTS. AID 504652, 2011. HEK293 TREx D1 cells, calcium flux, dopamine EC80; active compounds read low. hit rate 3.2% among 360,000. D(1A) dopamine receptor (Homo sapiens), P21728. activity change, negative = inhibition, % at 10 µM; in the data active = activity change below about -30%; note: % is set by controls: 0 for no effect and ±100 for the full control effect
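Allosteric or orthosteric antagonism assessed as attenuation of the calcium response to EC80 dopamine, added 180 s after compound, in induced HEK293 Trex D1 cells loaded with no-wash calcium dye.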
* marks the source's active call; other numbers are inactive results; u = inconclusive; x = not tested or not shown; & = joins results of further samples. Cut-off read from the data, not from the text of the source, unless noted: active = activation above about 30%; inactive = the rest.

SMILES	D1 ag	TRHR agonist	D2 antagonist	D2 ag	D1 potentiator	RXFP1 antagonist	TRHR PAM	D2 potentiator	D1 antag
CC1CN(CC(=O)c2c(N)n(Cc3ccccc3)c(=O)n(C)c2=O)CC(C)O1 (configuration not stated)	-2	-0.1	36*	1.6	-1	22	-1	6	-8
O=C(OCc1cncs1)c1ccccc1Cl	1	-0.8	-9	-0.1	-6	-20	-4	6	-20
Cn1c(=O)c(C(=O)Nc2cnccn2)c(O)c2ccccc21	1	-0.1	3	0.4	0	x	0	1	6
O=C(Nc1nc2c(Cl)cccc2s1)C1CC1	1	0.3	-4	-0.4	-5	-12	-1	0	1
CCCc1nnc(NC(=O)CSc2ncn[nH]2)s1	3	0.5	10	0.0	0	-4	-5	-7	4
COc1ccc(C2C(C(=O)Nc3ccc(F)cc3)=C(C)Nc3nc(CCCO)nn32)cc1 (configuration not stated)	2	0.4	13	-0.9	-5	2	-4	6	4
Cc1nn(C(C)C(=O)c2cccc(Cl)c2)c(C)c1[N+](=O)[O-] (configuration not stated)	2	-0.3	0	-2.1	-5	-23	1	1	-9
Cc1ccccc1Nc1nn2c(=O)c3ccc(C(=O)N4CCCC(C)C4)cc3nc2s1 (configuration not stated)	1	-0.1	x	-0.1	-2	2&7	2	8	10
Cc1ccc(OCCSc2nc3ccccc3n2CCC(=O)O)cc1	-3&0	0.1&0.0	1	0.1	-3&-3	1	-4&3	-2	-23&-6
O=C(Cc1cccc2ccccc12)Nc1nc2ccccc2[nH]1	2	1.1	24	1.0	-5	-15	-1	1	-9
CCSc1ccccc1C(=O)NCc1cccnc1	0	1.1	9	0.2	-7	1	-4	-4	-3
COc1ccc(C(=O)NNC(=O)C2CC=CCC2)cc1 (configuration not stated)	2	0.7	10	0.7	-3	-16	2	0	1
O=C(c1cccs1)N1CCN(C/C=C/c2ccccc2)CC1	5	0.5	69*	53*	-3	2	-4	-24	-11
CC1(C)Oc2ccc(C(=O)Nc3ccccc3F)cc2N(CC(=O)N2CCOCC2)C1=O	4	0.4	-11	-0.1	2	3	0	8	-12
O=C(COC(=O)/C=C/c1ccc(Cl)cc1Cl)Nc1ccc2c(c1)OCCO2	2	0.5	4	0.7	5	22	11	-7	-1
COc1ccc(C2NC(=O)NC(C)=C2C(=O)OC2CCCC(C)C2)cc1 (configuration not stated)	1	-0.6	1	1.1	1	-5	-1	-1	0
Cc1ccccc1Cn1c(SCc2ccc(C(=O)NC3CCCCC3)cc2)nc2ccncc21	0	0.0	x	0.1	-4	-9	5	-6	-27
Cc1ccccc1CNC(=O)c1ccc2ccccc2n1	4	-0.6	8	-0.8	-6	1	6	7	-12
O=C(NCC1CCCN(C2Cc3ccccc3C2)C1)c1cccs1 (configuration not stated)	4	0.4	-18	1.8	0	2	-3	6	-7
CCS(=O)(=O)N1CCN(c2cccc(C)c2C)CC1	1	-0.4	-14	-0.1	-5	7	-3	-8	21
O=C(COC(=O)CCN1C(=O)c2cccc([N+](=O)[O-])c2C1=O)NC1CCS(=O)(=O)C1 (configuration not stated)	1	0.5	5	0.0	0	-31	1	4	16
O=C(NCCC1=CCCCC1)c1ccc(Cl)c([N+](=O)[O-])c1	8	0.4	-5	0.8	-2	-27	-9	-20	-9
O=Cc1ccc(OCC(=O)NCC2CCCO2)cc1 (configuration not stated)	4	0.6	30*	-0.2	5	-2	11	-10	-2
O=CN1CCCN(Cc2nc(-c3cccc(Cl)c3)no2)CC1	5	0.5	-21	-1.8	5	-5	-2	-12	4
Cc1cc(S(=O)(=O)N2CCN(C(=O)c3ccco3)CC2)ccc1F	0	0.5	-4	0.0	-4	9	-5	-1	9
CCN(CC)S(=O)(=O)c1cccc(C(=O)NC(Cc2c[nH]c3ccccc23)c2nnc3n2CCC3)c1 (configuration not stated)	5	-0.1	-15	-1.4	-1	12	-2	8	6
CC(=O)c1ccc(NC(=O)C[n+]2cccc(C)c2)cc1	1	-0.4	37*	0.3	2	2	15	8	-1
O=C(O)C1CCC(=O)N1C1CCCC1 (configuration not stated)	6	-0.3	14	0.5	2	-2	8	1	10
Cc1c(N(C(=O)Cc2cccs2)C2(C(=O)NC3CCCC3)CCCCC2)c(=O)n(-c2ccccc2)n1C	0	-0.2	9	-0.1	4	-15	-11	-3	23
COc1ccc(Cl)cc1NC(=O)c1cc2nc(-c3ccc4c(c3)OCO4)cc(C(F)(F)F)n2n1	1	-0.7	x	-0.1	-3	-5	1	0	9
NC(=O)C1CCN(C(=O)CCSCc2ccccc2)CC1	7	0.1	3	0.3	3	-1	6	0	1
Cc1c(C(=O)OCC(=O)N2CC(C)CC(C)C2)oc2ccccc12 (configuration not stated)	9	0.1	2	-0.4	2	4	0	11	12
Cc1ccc(Nc2cc(C)c3ccc(O)cc3n2)cc1C	33*	1.0	-21	1.9	-19	-4	10	-20	3
CC(=O)c1ccc(N2CCN(C(=O)c3cccs3)CC2)c(F)c1	6	27	-11	-1.7	-5	4	-1	1	19
Cc1sc2ncnc(SCC#N)c2c1C	-1	-0.6	-17	-0.9	-7	2	1	-8	-10
CCOc1ccc(-c2cc(C)n3nc(C(=O)Nc4ccc(C)c(C)c4)cc3n2)cc1	1	-0.1	x	-0.4	-2	-24	5	-1	12
COc1ccc(C(=O)OCC(=O)Nc2ccc3c(c2)OCCO3)c(OC)c1	1	-0.4	2	-1.9	3	-11	1	7	5
CC(C)(C)c1ccc(OCC(=O)Nc2ccc(C(=O)Nc3ccccc3C(=O)O)cc2)cc1	0	-0.8	11	0.7	-8	-25	4	-3	-9
Cc1ccc(NC(=O)c2c(NC(=O)Cc3ccccc3)sc3c2CCC3)cc1	1	0.3	x	-1.0	-1	-5	-1	2	1
CC(C)CC1c2[nH]c3ccccc3c2CCN1C(=O)CCC(=O)N(C)C (configuration not stated)	-1	-0.2	-8	0.9	-3	-30	-4	7	24
Cn1c(SCC(=O)NC(=O)NCc2ccccc2)nnc1C(F)(F)F	4	-0.1	1	1.0	-3	-11	-7	-5	14
CCOc1ccccc1NC(=O)CN(c1ccc(Cl)cc1)S(C)(=O)=O	6	0.7	-5	0.6	-1	-5	-5	-4	-1
O=C(NCc1ccccc1Cl)c1ccc(S(=O)(=O)Nc2cccc(C(F)(F)F)c2)cc1	10	1.2	x	x	-3	3	12	3	8
Cc1cc(C)cc(-n2ncc3c2CCCC3NC(=O)CCN2CCCC2=O)c1 (configuration not stated)	1	-0.1	3	1.0	0	-3	-5	9	8
COc1ccc(C(=O)Cn2nnc(-c3ccccc3F)n2)cc1	5	-0.1	-4	-0.3	-2	11	-16	6	-3
CCCCOc1ccc(C(O)(CCN2CCOCC2)c2ccccc2)cc1 (configuration not stated)	4	1.4	-23	0.2	2	-4	4	-10	9
O=C(CCc1n[nH]c(=O)[nH]c1=O)Nc1cccc([N+](=O)[O-])c1	3	0.4	4	0.0	-2	u	0	13	-27
CCOC(=O)c1ccn(CSc2c(F)c(F)cc(F)c2F)n1	3	0.2	-46	-0.4	x	5	11	-4	19
Cc1sc2nc(SCc3nc4ccccc4[nH]3)n(Cc3ccco3)c(=O)c2c1C	3	-0.4	x	x	-6	3	-17	x	5
FC(F)(F)c1cccc(Nc2ncnc3ccccc23)c1	2	-1.3	6	0.3	-8	-3	-5	-14	-8
